PAFAH1B3 inh: inhibitors of human PAFAH1B3. Q15102. recombinant PAFAH1B3, FP-rhodamine probe, fluorescence polarization. inhibition, % at 3.39 µM. actives 0.28% (n = 340,000). AID 492972;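 active = inhibition above the screen-wide average of all tested compounds plus 3 SD, cut at about 25% in these data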;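 note: 0% = enzyme with DMSO only and 100% = wells lacking PAFAH1B3 protein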
ZTA DNA inh: counter-screen for EBNA-1 inhibitors: inhibitors of Epstein-Barr virus ZTA | ZTA-DNA binding, fluorescence polarization | inhibition, % at 11 µM | actives 0.15% (n = 320,000) | P03206; in the data active = inhibition above about 33%
PAFAH2 inh: PAFAH2 (human) inhibition | actives 0.99% (n = 340,000) | Q99487 | inhibition, % at 3.39 µM | recombinant PAFAH2, FP-rhodamine activity probe, fluorescence polarization;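 active = inhibition above the mean over all tested compounds plus 3 SD, cut at about 30% in these data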;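 note: inhibitors block probe labeling of enzyme so polarization drops; 0% = enzyme with DMSO and 100% = wells lacking PAFAH2 protein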
LYPLA1 inh: blocks human lysophospholipase 1, a PME1 counter-screen; O75608; inhibition, % at 5.9 µM; actives 0.16% (n = 320,000); recombinant LYPLA1, FP-Rh probe fluorescence polarization; AID 2174;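 active = inhibition above the mean of all tested compounds plus 3 SD, set per campaign, cut at about 14% in these data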;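 note: inhibitors block serine hydrolase probe labeling of LYPLA1 so polarization falls; 0% = enzyme with DMSO and 100% = wells lacking LYPLA1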
Target sequence (O75608 whole entry, looked up): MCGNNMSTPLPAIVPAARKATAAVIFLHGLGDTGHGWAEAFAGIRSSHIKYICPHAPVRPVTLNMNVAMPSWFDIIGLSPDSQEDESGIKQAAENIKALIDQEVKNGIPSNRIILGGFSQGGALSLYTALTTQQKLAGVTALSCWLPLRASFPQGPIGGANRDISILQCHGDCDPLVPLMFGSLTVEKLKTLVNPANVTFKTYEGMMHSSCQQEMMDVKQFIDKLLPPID
pPAFAH FP inh: inhibitors of human plasma PAF acetylhydrolase (pPAFAH); Q13093; recombinant pPAFAH, FP-rhodamine probe fluorescence polarization; inhibition, % at 3.39 µM; actives 1.5% (n = 330,000);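 active = inhibition above the mean inhibition across the screen plus 3 SD, cut at about 25% in these data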;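 note: inhibitors block binding of the rhodamine activity-based probe so polarization drops; 0% = enzyme with DMSO and 100% = wells lacking pPAFAH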
Target sequence (Q13093 whole entry, looked up): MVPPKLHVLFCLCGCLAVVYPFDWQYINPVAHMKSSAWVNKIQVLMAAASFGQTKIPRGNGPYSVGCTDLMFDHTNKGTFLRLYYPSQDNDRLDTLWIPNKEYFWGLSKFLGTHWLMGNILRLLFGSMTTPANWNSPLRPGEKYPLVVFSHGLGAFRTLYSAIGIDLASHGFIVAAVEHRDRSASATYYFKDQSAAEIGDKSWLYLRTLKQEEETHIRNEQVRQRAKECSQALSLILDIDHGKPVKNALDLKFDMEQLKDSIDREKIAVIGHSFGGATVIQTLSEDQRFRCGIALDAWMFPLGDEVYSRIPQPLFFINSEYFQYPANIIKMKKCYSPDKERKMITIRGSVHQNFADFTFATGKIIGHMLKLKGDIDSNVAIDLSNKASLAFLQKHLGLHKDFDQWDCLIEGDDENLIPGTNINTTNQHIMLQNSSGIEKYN
PREPL inh: human PREPL enzyme inhibition; actives 0.68% (n = 320,000); recombinant PREPL, fluorescence polarization activity-based probe; inhibition, % at 5.96 µM; Q4J6C6; in the data active = inhibition above about 43%;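 note: 0% = enzyme with DMSO and 100% = wells lacking enzyme; many of its hits are not listed in these tables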
LYPLA2 counter: blocks human lysophospholipase 2, a PME1 counter-screen | recombinant LYPLA2, FP-Rh probe fluorescence polarization | O95372 | inhibition, % at 5.9 µM | AID 2177 | actives 0.38% (n = 320,000);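 active = inhibition above the screen-wide mean plus 3 SD, limit set per campaign, cut at about 26% in these data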;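 note: 0% = LYPLA2 with DMSO and 100% = wells lacking LYPLA2 enzyme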
Target sequence (O95372 whole entry, looked up): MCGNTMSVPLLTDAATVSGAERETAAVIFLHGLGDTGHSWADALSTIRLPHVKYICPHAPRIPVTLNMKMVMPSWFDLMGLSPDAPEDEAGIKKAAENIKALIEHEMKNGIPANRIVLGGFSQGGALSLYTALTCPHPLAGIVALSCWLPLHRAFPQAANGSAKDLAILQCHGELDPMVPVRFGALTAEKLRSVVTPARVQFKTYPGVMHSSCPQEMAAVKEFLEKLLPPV
EBNA-1 inh: blocks EBNA-1 binding to DNA. EBNA-1 DNA binding, fluorescence polarization. inhibition, % at 14.8 µM. actives 0.34% (n = 300,000). AID 1950; in the data active = inhibition above about 28%
PAFAH1B2 FP inh: PAFAH1B2 (human) inhibition | P68402 | recombinant PAFAH1B2, FP-rhodamine activity probe, fluorescence polarization | inhibition, % at 3.39 µM | actives 1.2% (n = 340,000) | AID 492953;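 active = inhibition above the mean of all tested compounds plus 3 SD, cut at about 24% in these data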;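 note: 0% = enzyme with DMSO and 100% = wells lacking PAFAH1B2; many of its hits are not listed in these tables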
* = called active by the depositor; . = not tested or not shown; & = joins results of further samples. These rows are one share of the data (hit frequency here may not be typical).

compound	PAFAH1B3 inh	ZTA DNA inh	PAFAH2 inh	LYPLA1 inh	pPAFAH FP inh	PREPL inh	LYPLA2 counter	EBNA-1 inh	PAFAH1B2 FP inh
CCOC(=O)N1CCN(CC(O)COCC2=CCC3CC2C3(C)C)CC1 (centres undefined)	8	10	9	1	1	-1	4	-12	1
CCOc1c(Cl)cc(CNc2nnnn2C)cc1OC	2	6	0	1	0	-5	0	4	5
[N-]=[N+]=NC1C[C@H](n2ccc(=O)[nH]c2=O)O[C@@H]1CO (some centres undefined)	-12	-2	-9	-1	1	1	5	-1	2
Cc1ccc(NC(=O)c2snc3ccc(Cl)cc23)cc1C	0	-4	-2	-6	-1	8	-40	-1	2
O=C(C1CCCO1)N1CCN(C(=S)Nc2ccc(Cl)c(Cl)c2)CC1 (centres undefined)	-2	6	-3	0	-5	1	10	-9	-4
Cc1ccc(-n2nc(CC#N)c(C#N)c2N)cc1	-3	2	3	-2	0	12	-4	-9	1
COc1ccc(OC)c(-n2c(-c3ccc(C)cc3)n[nH]c2=S)c1	3	-14	2	-4	4	12	-5	-10	4
O=C(CCN1C(=O)COc2ccccc21)N1CCCCC1	5	-1	2	-1	2	4	1	-2	4
CCn1nc(C(=O)OCC(=O)c2c[nH]c3ccccc23)c2ccccc2c1=O	-6	3	-12	-12	-1	17	-13	-2	2
O=C(CN(Cc1ccccc1Cl)C(=O)c1ccc(CN2CCOCC2)o1)NCc1ccccc1	2	5	-1	0	7	4	-1	1	2
O=C1NC(=O)C2(CCCc3ccccc32)N1 (centres undefined)	2	9	2	3	2	5	0	8	4
Cc1nn(C)c(C)c1Nc1ccc(N2C(=O)C3CC=CCC3C2=O)cc1[N+](=O)[O-] (centres undefined)	3	-1	-8	-5	7	9	4	-2	3
O=C(Cn1ccc([N+](=O)[O-])n1)N1CCCc2ccccc21	5	10	-7	0	1	-4	1	1	5
C#CC1(NC(=O)NC(=O)c2c(F)cccc2F)CCCCC1	-3	8	-2	2	7	4	-6	3	5
COc1ccccc1C(CNC(=O)C1CC(=O)N(Cc2ccc(C)cc2)C1)N1CCCC1 (centres undefined)	-3	3	0	1	-1	-5	-1	-4	0
CC(=O)Nc1ccc(NC(=O)COC(=O)Cc2c[nH]c3ccccc23)cc1	9	1	-1	1	7	2	3	-6	-1
O=C(NCC1CCCO1)c1cc2n(n1)C(C(F)(F)F)CC(c1ccc(F)cc1)N2 (centres undefined)	1	-7	-5	2	15	21	6	6	0
Cc1nc(-c2ccccc2)sc1C(=O)/C=C/c1ccccc1	0	9	-7	-8	-4	-5	-11	5	-2
Cc1cccc(NC(=O)CSc2n[nH]c(-c3cccnc3)n2)c1	-4	3	-7	4	-3	8	-2	-3	0
CC(C)c1ccc(O)c(NC(=S)NC(=O)c2ccc3c(c2)OCO3)c1	0	-15	30*	-1	7	11	-8	-1	6
Cc1ccc(-n2c(O)c(/C=N/n3cnnc3)c3ccccc3c2=O)cc1	8&-2	-8&0	5&5	1&-3	0&-3	14&11	-1&5	-2&-18	5&3
Cc1ccccc1-n1ncc2c1CC(C)(C)CC2NC(=O)CSc1ccncc1 (centres undefined)	12	-13	-4	-6	0	2	-1	-4	-4
Cc1cccn2cc(CNC(=O)CC3CCCC3)nc12	3	0	4	-4	-2	17	-5	-12	-4
O=C(NC1CCCC1)C1CCN(c2cnccn2)CC1	4	1	-3	1	-6	9	-4	-18	4

Overlap with the part before: seven entries, followed by the next part.
compound	PAFAH1B3 inh	ZTA DNA inh	PAFAH2 inh	LYPLA1 inh	pPAFAH FP inh	PREPL inh	LYPLA2 counter	EBNA-1 inh	PAFAH1B2 FP inh
Cc1nc(-c2ccccc2)sc1C(=O)/C=C/c1ccccc1	0	9	-7	-8	-4	-5	-11	5	-2
Cc1cccc(NC(=O)CSc2n[nH]c(-c3cccnc3)n2)c1	-4	3	-7	4	-3	8	-2	-3	0
CC(C)c1ccc(O)c(NC(=S)NC(=O)c2ccc3c(c2)OCO3)c1	0	-15	30*	-1	7	11	-8	-1	6
Cc1ccc(-n2c(O)c(/C=N/n3cnnc3)c3ccccc3c2=O)cc1	8&-2	-8&0	5&5	1&-3	0&-3	14&11	-1&5	-2&-18	5&3
Cc1ccccc1-n1ncc2c1CC(C)(C)CC2NC(=O)CSc1ccncc1 (centres undefined)	12	-13	-4	-6	0	2	-1	-4	-4
Cc1cccn2cc(CNC(=O)CC3CCCC3)nc12	3	0	4	-4	-2	17	-5	-12	-4
O=C(NC1CCCC1)C1CCN(c2cnccn2)CC1	4	1	-3	1	-6	9	-4	-18	4
COc1ccc(CCN(Cc2cc3cc(C)ccc3[nH]c2=O)C(C)=O)cc1OC	17	-18	4	1	2	4	0	-8	2
CC(NC(=O)Cc1ccccc1[N+](=O)[O-])c1ccccc1 (centres undefined)	.	3	.	1	0	6	-3	-12	.
O=S(=O)(c1ccccc1)N1CCN(c2nnc(-c3ccccc3)c3ccccc23)CC1	7	-3	1	2	2	-10	10	8	9
CCCOc1ccccc1OCC(=O)N1CCN(S(=O)(=O)c2ccc(Cl)cc2)CC1	-1	-6	-4	-3	2	-4	3	.	25*
COc1ccccc1NC(=O)CCCC(=O)OCC(=O)c1ccc(F)cc1	9	11	3	1	12	-1	-4	4	2
O=C(CSC1=NCCS1)NC1CCCCC1	0	-2	-8	2	2	-5	3	-10	6
CC1CN(c2ccc([N+](=O)[O-])cc2Cl)CCN1S(C)(=O)=O (centres undefined)	2	13	-7	-4	4	-31	-6	6	1
COc1ccccc1NC(=S)N1CCN(Cc2ccccc2)CC1	9	10	-2	1	3	-4	1	-7	-1
CC(=O)c1cc(C(C)=O)c(C)nc1C	2	-11	-3	0	1	7	-3	-2	5
O=C(COC(=O)c1cccnc1Cl)c1ccc(F)cc1	13	-3	4	-4	0	4	6	5	8
Cc1cc(C(=O)NCC(=O)O)c(C)o1	-2	-15	2	1	-3	3	4	-3	-5
NC(=O)c1ccc(NC(=O)CSc2cn(CC(=O)N3CCOCC3)c3ccccc23)cc1	11	-15	0	4	2	2	-3	-10	7
COC(=O)CSc1nc(-c2ccc(C)cc2)c2c(c1C#N)CCCC2	9	1	-5	-1	3	-3	1	-5	5
COc1ccc(Cn2c(SCC#N)nc3ccc(N4CCOCC4)cc3c2=O)cc1	4	-26	3	-6	13	71*	-1	-2	2
OCC[C@H]1C[C@H](O)[C@@H](O)[C@@]2(Cc3ccccc3CCO2)O1	-1	-3	6	2	-5	0	-3	1	9
CCCn1c(CCC(=O)O)nc2cc(S(=O)(=O)N(CC)CC)ccc21	8	5	-3	6	-2	-9	8	9	5
COCCCNCC(=O)Nc1ccc(OC(F)(F)F)cc1	-4	-11	-3	1	-2	10	1	11	6
C/C(=N\OCC(=O)Nc1ccccc1C(C)(C)C)c1ccc2c(c1)OCCO2	-6	2	-5	-2	4	11	-1	-1	-1
CN(Cc1cnn(C)c1)Cc1nc(C(c2ccccc2)c2ccccc2)no1	-5	11	1	1	0	1	-6	3	4
COC(=O)c1cc(NC(=O)Cc2cccs2)cc(C(=O)OC)c1	11	2	9	-3	26*	-2	-4	1	5
Cn1cccc1CNC(=O)Nc1ccc(Cl)cc1	6	-18	-4	-5	3	22	-3	0	-2
Cc1ccc(N2C(=O)NC(NC(=O)C(C)(C)C)(C(F)(F)F)C2=O)cc1C (centres undefined)	-3	-16	2	2	3	4	7	-3	0
COc1ccc(C2CC(=O)Oc3cc4c(cc32)OCO4)cc1 (centres undefined)	2	.	2	.	4	.	.	.	4
Cc1ccc(N(Cc2ccco2)C(=O)c2cccc(S(=O)(=O)N(C)C)c2)cc1	5	-18	-5	5	2	17	-6	-5	0

Full records, quoted from the list. Screens in order: PAFAH1B3 inh	ZTA DNA inh	PAFAH2 inh	LYPLA1 inh	pPAFAH FP inh	PREPL inh	LYPLA2 counter	EBNA-1 inh	PAFAH1B2 FP inh
Entry for COc1ccc(C2CC(=O)Oc3cc4c(cc32)OCO4)cc1 (centres undefined) : 2	.	2	.	4	.	.	.	4
Entry for Cc1ccc(N2C(=O)NC(NC(=O)C(C)(C)C)(C(F)(F)F)C2=O)cc1C (centres undefined) : -3	-16	2	2	3	4	7	-3	0

Next part.
compound	PAFAH1B3 inh	ZTA DNA inh	PAFAH2 inh	LYPLA1 inh	pPAFAH FP inh	PREPL inh	LYPLA2 counter	EBNA-1 inh	PAFAH1B2 FP inh
COc1ccc(S(=O)(=O)N2CCC(NC(=O)C3CCCCC3)CC2)cc1	-5	5	4	-1	3	3	0	-9	4
COc1ccc(-c2nc3cnccn3c2NCc2ccccc2)cc1SC1CCCCC1	6	-13	3	-7	22	-12	-1	10	14
CCc1cccc(NC(=O)C2CCCN(S(=O)(=O)c3cccnc3)C2)c1 (centres undefined)	10	0	4	1	7	5	6	7	0
c1cc(CN2CCCCC2)cc(OCCCNc2nc3ccccc3s2)c1	-2	7	15	1	-6	-8	3	5	-1
O=C(O)c1ccccc1C(=O)NC1CCN(c2nccc(C(F)(F)F)n2)CC1	6	14	-3	4	5	7	3	-5	0
CN(C)C(=O)C1Cc2ccccc2CN1S(=O)(=O)c1ccc(F)cc1 (centres undefined)	3	10	-4	-3	-6	-6	-2	-12	-2
CCOc1ncccc1C(=O)NCCc1ccc(OC)cc1	3	-4	-1	-4	-3	21	-6	3	3
Cc1cccn2c(=O)c3cc(C(=O)N4CC(C)CC(C)C4)sc3nc12 (centres undefined)	-6	11	-3	2	3	-9	2	2	1
COc1ccccc1C(C)NS(=O)(=O)c1cccs1 (centres undefined)	.	5	.	2	5	-15	4	9	.
CC(=O)NC1C(Oc2cccc(C)c2)OC2COC(c3ccco3)OC2C1O (centres undefined)	-5	-3	-2	3	4	5	5	4	0
CCOC(=O)N1CCN(C(=S)NC(C)(C)C)CC1	8	5	1	3	4	-6	6	15	-1
O=C(CSc1cn(CC(=O)N2CCCCC2)c2ccccc12)NCC1CCCO1 (centres undefined)	3	-15	4	-2	-2	19	-1	5	3
CCN(CC)CCCNC(=O)CCc1ccccc1	8	-11	4	-3	4	9	1	-10	0
CC(OC(=O)c1ccc(Cl)nc1)C(=O)NC1CCCC1 (centres undefined)	6	-7	-2	0	3	-2	-1	.	2
Cc1cc(C)c(C#N)c(N2CCN(CCOc3ccc(Cl)cc3)CC2)n1	8	-28	-5	3	0	-2	8	-5	2
